Assay outcomes: PubChem BioAssay, National Center for Advancing Translational Sciences (NCATS)
IL1B secr inh: inflammasome signaling inhibition, IL-1 beta readout | THP-1 LPS/ATP IL-1B secretion, AlphaLISA, 16 h; active compounds read low | activity change, % at 57.5 µM | actives 4.7% (n = 360,000) | AID 743279; in the data active = activity change below about -50%; inconclusive = mostly about -30% to -49%; also: % is scaled to controls: 0 for no effect and ±100 for the full control effect
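THP-1 cells pretreated 1 hr with compounds (up to 57.5 uM final), then stimulated with LPS (250 ng/mL final) plus ATP (1.25 mM final); secreted IL-1B measured by AlphaLISA after 16 hr, decreased signal indicating inhibition.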
HT1080-NT tox: kills 2HG-producing HT-1080-NT fibrosarcoma cells; HT-1080-NT fibrosarcoma viability, CellTiter-Glo ATP luminescence, 48 h; actives 1.6% (n = 360,000); Potency, µM (highest dose often 46.1 µM), for inactives: at the highest dose activity, negative = less viability, hits mostly cytotoxic; AID 686970;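 also: NT is the 2HG producing partner of a matched IDH1 knockdown line; potency is read from the fitted curve at half-maximal effect; 0% = DMSO-treated cells and -100% = media-only wells without cells; nearly all actives have a fitted effect of over 55% in size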
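Viability by CellTiter-Glo luminescence after 48 h compound exposure at 37C of HT-1080-NT cells (750/well, RPMI, 5% FBS). % activity scaled between DMSO wells and medium-only wells, then curve-fitted and categorized by curve class.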
ATXN2 expr inh: ATXN2 expression inhibition | HEK-293 ATXN2-luciferase reporter, luminescence, 24 h | Potency, µM (highest dose often 57 µM), for the others: at the top dose activity change, negative = inhibition, hits mostly inhibitors | actives 0.72% (n = 360,000) | AID 1745845; also: potency is read from the fitted curve at half-maximal effect; % is scaled to controls: 0 for no effect and ±100 for the full control effect; nearly all actives have a fitted effect of over 55% in size
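ATXN2-luciferase reporter cells (luciferase flanked by upstream and downstream ATXN2 gene portions) were treated 24 h at 37 °C with compounds at up to 57 uM. SteadyGlo luminescence gave expression; GF-AFC fluorescence gave viability.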
WRN helicase inh: inhibitors of human WRN helicase; WRN helicase unwinding, fluorescent forked duplex, kinetic; actives 0.46% (n = 360,000); AID 651768; Potency, µM (series often up to 114 µM), for the others: at the top dose activity change, negative = inhibition, most hits filed as inhibitors; Q14191; also: potency is read from the fitted curve at half-maximal effect; % is scaled to controls: 0 for no effect and ±100 for the full control effect; nearly all actives have a fitted effect of over 55% in size
Target sequence (Q14191 whole entry, looked up): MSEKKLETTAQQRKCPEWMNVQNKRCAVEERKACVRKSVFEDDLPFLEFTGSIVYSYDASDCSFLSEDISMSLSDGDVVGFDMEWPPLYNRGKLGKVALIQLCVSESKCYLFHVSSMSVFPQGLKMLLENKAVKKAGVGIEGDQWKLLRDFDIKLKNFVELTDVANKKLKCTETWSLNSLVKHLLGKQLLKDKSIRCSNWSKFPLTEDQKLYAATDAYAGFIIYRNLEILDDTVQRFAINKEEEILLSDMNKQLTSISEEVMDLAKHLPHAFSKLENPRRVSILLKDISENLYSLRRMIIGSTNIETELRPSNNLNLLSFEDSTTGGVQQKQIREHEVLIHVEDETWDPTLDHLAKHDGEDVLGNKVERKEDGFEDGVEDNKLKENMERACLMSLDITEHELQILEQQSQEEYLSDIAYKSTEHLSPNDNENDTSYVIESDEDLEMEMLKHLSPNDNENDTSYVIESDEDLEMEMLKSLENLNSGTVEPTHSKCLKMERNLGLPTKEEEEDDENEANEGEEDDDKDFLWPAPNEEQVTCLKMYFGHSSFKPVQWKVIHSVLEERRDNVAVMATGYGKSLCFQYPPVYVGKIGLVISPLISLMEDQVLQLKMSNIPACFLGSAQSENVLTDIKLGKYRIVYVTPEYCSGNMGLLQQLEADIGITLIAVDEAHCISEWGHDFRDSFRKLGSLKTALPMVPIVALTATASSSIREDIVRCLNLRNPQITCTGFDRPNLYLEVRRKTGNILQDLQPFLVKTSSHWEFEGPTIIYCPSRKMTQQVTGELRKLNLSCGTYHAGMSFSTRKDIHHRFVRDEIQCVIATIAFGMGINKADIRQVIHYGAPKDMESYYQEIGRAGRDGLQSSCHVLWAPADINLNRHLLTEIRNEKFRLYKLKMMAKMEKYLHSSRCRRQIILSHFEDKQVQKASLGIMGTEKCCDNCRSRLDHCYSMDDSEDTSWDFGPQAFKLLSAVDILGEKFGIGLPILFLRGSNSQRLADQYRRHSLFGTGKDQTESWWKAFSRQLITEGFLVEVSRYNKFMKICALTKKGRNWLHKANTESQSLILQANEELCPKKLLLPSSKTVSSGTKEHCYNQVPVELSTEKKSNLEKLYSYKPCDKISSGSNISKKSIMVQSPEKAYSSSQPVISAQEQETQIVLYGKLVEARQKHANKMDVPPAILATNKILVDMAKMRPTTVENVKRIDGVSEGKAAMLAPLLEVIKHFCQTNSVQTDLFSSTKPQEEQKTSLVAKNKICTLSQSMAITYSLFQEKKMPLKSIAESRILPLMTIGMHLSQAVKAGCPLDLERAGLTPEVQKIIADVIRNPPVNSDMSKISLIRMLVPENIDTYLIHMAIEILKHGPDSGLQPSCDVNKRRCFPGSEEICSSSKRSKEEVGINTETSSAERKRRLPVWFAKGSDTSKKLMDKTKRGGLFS
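Fluorescence dequenching readout, ex 525 nm/em 598 nm, kinetic mode: forked duplex DNA (100 nM final) with adjacent fluorophore and quencher unwound by WRN (20 nM final) with 2 mM ATP. Compound preincubation 15 min, room temperature.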
SW480 rereplic: DNA re-replication induction in SW480 cells; SW480 DNA re-replication, Hoechst DNA content imaging, 48 h; Potency, µM (series often up to 46.1 µM), for the others: at the top dose re-replication activation, actives largely listed as activators; actives 1.8% (n = 340,000); AID 624297; also: potency is read from the fitted curve at half-maximal effect; % of control where 0% means no effect; nearly all actives have a fitted effect of over 55% in size
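Quantitative HTS format with DMSO vehicle controls; 48 hr drug incubation at 37 C, then 40 min Hoechst staining and scanning imager measurement at 405 nm excitation.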
HT1080 IDH1KD tx: toxicity to HT-1080 IDH1 knockdown cells (counter line); Potency, µM (series often up to 46.1 µM), for inactives: at the top dose activity, negative = toxicity, actives largely listed as cytotoxic; actives 2% (n = 360,000); AID 686971; HT-1080 IDH1 knockdown viability, ATP luminescence, 48 h;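 also: potency is read from the fitted curve at half-maximal effect; 0% = DMSO wells and -100% = cell-free medium wells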
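After a 2 h attachment period, IDH1KD HT-1080 cells took pin-transferred compound for 48 h at 37 °C; ATP-based luminescence after 10 min room-temperature reagent incubation reported viability.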
MCF10A rereplic: induces DNA re-replication in MCF 10a normal breast cells; actives 2.9% (n = 350,000); MCF 10A DNA re-replication, Hoechst nuclear intensity, 48 h; Potency, µM (series often up to 46.1 µM), inactives show at the highest dose activity, positive = re-replication, most hits filed as activators; also: potency is read from the fitted curve at half-maximal effect; % of control where 0% means no effect; nearly all actives have a fitted effect of over 50% in size
KB-V1 cytotox: kills drug-selected multidrug resistant KB-V1 cells; KB-V1 MDR cells viability, CellTiter-Glo, 72 h; actives 3.4% (n = 400,000); Potency, µM (series often up to 46.1 µM), without a hit: at the highest dose activity change, negative = cytotoxicity, usual class: cytotoxic; also: potency is read from the fitted curve at half-maximal effect; % is scaled to controls: 0 for no effect and ±100 for the full control effect; nearly all actives have a fitted effect of over 60% in size
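qHTS viability screen in drug-selected KB-V1 MDR cells: 72 h compound treatment at 37 degrees C, ATP luminescence end point.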
KB-3-1 tox: KB-3-1 parental cell cytotoxicity | KB-3-1 viability, CellTiter-Glo ATP luminescence, 72 h | Potency, µM (series often up to 46.1 µM), for the others: at the top dose activity change, negative = cytotoxic, usual class: cytotoxic | actives 1.4% (n = 400,000); also: potency is read from the fitted curve at half-maximal effect; % is scaled to controls: 0 for no effect and ±100 for the full control effect; nearly all actives have a fitted effect of over 60% in size
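Parental KB-3-1 viability, qHTS format: 72 h compound exposure, 37 °C; CellTiter-Glo; media-only wells and DMSO plates as controls; concentration-effect fits on corrected data.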
Numbers without * were called inactive; i = inactive; ? = inconclusive; · = not tested or not shown; [ ] = another dose, or the depositor's remark. Unless noted, calls follow the shape of the dose curve; as a rule, active = well fitted curve in the direction sought with a large enough effect; inconclusive = small, poorly fitted or top-dose-only effect, or another doubt; inactive = no such curve, though single readings can be large; an effect the other way counts as inactive or inconclusive.

entry | compound | IL1B secr inh | HT1080-NT tox | ATXN2 expr inh | WRN helicase inh | SW480 rereplic | HT1080 IDH1KD tx | MCF10A rereplic | KB-V1 cytotox | KB-3-1 tox
1 | Cc1nc2ccccc2c2oc(C(=O)NCc3ccc4c(c3)OCO4)cc12 | ? | -2.6% | -27.9% | 6.0% | -12.0% | -8.9% | -3.0% | 4.9% | ?
2 | COc1ccc(-c2nnnn2C(C)C)cc1 | -22.2 | 7.0% | -14.2% | -6.8% | -10.0% | -8.0% | 2.8% | 12.4% | -4.5%
3 | CCCCCNC(=O)c1ccc2c(=O)n(CCCOCC)c(=S)[nH]c2c1 | 13.5 | -1.1% | 11.2% | -5.6%[57.1 µM] | -36.4%[inhibitor][1.84 µM] | 9.4% | 2.2% | 5.8% | 10.8%
4 | COc1cc(C(=O)COC(=O)c2c(C)noc2C)cc(OC)c1OC | 5.0 | -0.2% | · | -0.5% | 3.2% | 9.6% | -5.6% | -1.3% | -2.2%
5 | COC(=O)c1ccc(S(=O)(=O)N2Cc3ccccc3C2)cc1 | 32.8 | 2.9% | -10.6% | -6.3%[57.1 µM] | -3.9% | 0.0% | 0.0% | 1.5% | 12.2%
6 | O=C(Cn1cc(-c2nnnn2-c2ccc(Cl)cc2)c(=O)c2ccccc21)c1ccccc1 | 33.2 | -8.4% | -22.0% | -13.5% | 19.9% | -16.2% | 21.0% | 3.8% | -15.7%
7 | CCC(Oc1ccccc1)C(=O)Nc1ccc(S(=O)(=O)NCC2CCCO2)cc1 (centres undefined) | 6.0 | 0.9% | -3.0% | 3.9% | 0.3% | -6.5% | 2.7% | -2.6% | -14.1%
8 | Cc1ccc(C(=O)Oc2coc(CSc3nnc(NC(=O)c4cccs4)s3)cc2=O)cc1 | 9.8 | ? | -3.0% | -13.1%[11.6 µM] | ? | ? | ? | 13.1% | -1.2%
9 | CC(=O)Nc1ccc(NC(=O)c2ccc(COc3ccccc3Br)o2)cc1 | -3.6 | -22.3% | -3.7% | -2.4%[57.1 µM] | ? | -25.7% | ? | 13.0% | 24.3%
10 | O=C(NCCN1CCOCC1)C12CC3CC(C1)CC(c1ccccc1)(C3)C2 | 4.6 | -4.4% | -32.1% | 5.9% | 1.3% | ? | 4.7% | -27.8% | -5.2%
11 | CCCCN1CCC(COC(=O)c2cc(Cl)c(N)c3c2OCCO3)CC1 | -14.3 | 10.7% | 1.2% | 3.1% | -35.7%[inhibitor] | -4.2% | 4.9% | -20.5% | 0.0%
12 | CCOc1ccc(C(=O)Nc2ccc(NC(=O)c3cccs3)cc2)cc1[N+](=O)[O-] | 11.9 | 0.1% | -20.0% | -31.9%[57.1 µM] | -1.9% | 1.4% | -0.5% | 2.9% | 0.0%
13 | Nc1c(N2CCCC2)c2ccccc2oc1=O | -8.6 | -3.0% | -0.1% | -19.0% | 0.7% | -2.7% | ? | -4.0% | -9.2%
14 | COc1ccc(C(c2nnnn2C(C)(C)C)N2CCN(C(=O)c3ccco3)CC2)cc1 (centres undefined) | -17.4 | 17.6% | -8.6% | 3.6% | 1.2% | 0.1% | 4.8% | ? | -1.1%
15 | CN(C)S(=O)(=O)c1cc(NC(=O)Cn2ccsc2=N)ccc1Cl | -8.7 | 5.1% | · | 6.7% | 12.3% | 9.6% | -1.4% | -8.3% | 1.5%
16 | Cc1c(C(=O)N2CCNCC2)oc2ccccc12 | 0.7 | 0.9% | -7.4% | 8.0% | 4.5% | 1.1% | 1.9% | 0.0% | 16.4%
17 | CCCN(CCC)CCNC(=O)C(NS(=O)(=O)c1ccc2c(c1)CCC(=O)N2)c1ccccc1 (centres undefined) | 12.8 | 14.4% | 6.3% | 1.3% | -4.8% | -4.3% | 4.4% | -6.5% | 9.1%
18 | CCc1nc2c(OCCOc3ccccc3)cccn2c1N(C=O)Cc1ccc(OC)cc1 | 29.8 | ? | -16.0% | 0.6% | · | -76.1% | · | -23.0% | ?
19 | O=[N+]([O-])c1ccc2c(c1)C(N1CCN(CCO)CC1)Cc1ccc(F)cc1S2 (centres undefined) | 0.0 | 16.4µM* | -28.7% | 2.2% | · | 16.4µM* | · | -2.0% | -1.3%
20 | O=C(c1ccccc1)c1c[nH]c(C(=O)NCCCN2CCOCC2)c1 | -23.6 | 2.5% | · | -0.3% | -10.1% | 3.4% | 5.6% | 3.7% | 0.9%
21 | CC1(C(=O)N2CC3(CC(c4cccc(NC(=O)CC(c5ccccc5)c5ccccc5)c4)=NO3)C[C@@H]2C(N)=O)CC1 (some centres undefined) | -25.2 | 9.0% | -9.4% | -1.7% | 15.3% | -1.2% | -4.8% | ? | 2.2%
22 | Cc1ccc2c(c1)C1CN(C)CCC1N2CC(=O)N(C)c1ccccc1 (centres undefined) | 8.0 | -1.8% | -10.9% | -3.6%[57.1 µM] | -1.0% | 9.2%[9.24 µM] | 1.8% | -5.5% | 0.5%
23 | Cc1cccc2c(N=O)c(O)n(CCc3ccccc3)c12 | -29.9 | -3.8% | · | -4.6% | 23.3% | 0.0% | 4.1% | -12.5% | 3.6%
24 | CSc1ccc(/C=N/NC(=O)c2cccs2)cc1 | -16.5 | 0.6% | 4.5% | 2.4% | -3.4% | -8.9% | 0.4% | 10.2% | -0.4%
25 | Cc1cccc(C(=O)NCCNc2nc3cc(C)c(C)cc3cc2C)c1 | 6.7 | ? | -23.4% | -4.8% | ? | ? | ? | 12.8% | -7.5%
26 | CN(C)S(=O)(=O)N(CC(=O)Nc1cccc(F)c1)c1ccccc1 | -2.0 | ? | 2.5% | -12.6%[57.1 µM] | -9.2% | 8.2% | -1.4% | 16.0% | 13.0%
27 | Cc1cc(Cl)c(C)c(S(=O)(=O)N2CCN(CC(=O)N3CCOCC3)CC2)c1Cl | -8.2 | -3.2% | -2.6% | -3.7% | -15.8% | -2.8% | -3.8% | -0.1% | 2.3%
28 | COc1cccc(C(=O)NCCCc2ccccc2)c1OC | 6.0 | 9.4% | 39.4%[activator] | 9.5% | -12.0% | 19.8% | 1.0% | 24.2% | 10.9%
29 | CC(=O)C1CCN(Cc2ccccc2)CC1 | -0.1 | 0.9% | -7.8% | -3.1% | 18.8% | -5.4% | 14.2% | 0.0% | -20.2%
30 | CCCCn1c(-c2ccc(Br)cc2F)nc2c1c(=O)[nH]c(=O)n2CC(C)C | -68.4* | ? | ? | 0.7% | 1.4% | -24.4% | 18.4µM* | -10.2% | -17.3%

2 records picked at random from those above, as already listed:
entry | compound | IL1B secr inh | HT1080-NT tox | ATXN2 expr inh | WRN helicase inh | SW480 rereplic | HT1080 IDH1KD tx | MCF10A rereplic | KB-V1 cytotox | KB-3-1 tox
3 | CCCCCNC(=O)c1ccc2c(=O)n(CCCOCC)c(=S)[nH]c2c1 | 13.5 | -1.1% | 11.2% | -5.6%[57.1 µM] | -36.4%[inhibitor][1.84 µM] | 9.4% | 2.2% | 5.8% | 10.8%
6 | O=C(Cn1cc(-c2nnnn2-c2ccc(Cl)cc2)c(=O)c2ccccc21)c1ccccc1 | 33.2 | -8.4% | -22.0% | -13.5% | 19.9% | -16.2% | 21.0% | 3.8% | -15.7%

Other compounds:
entry | compound | IL1B secr inh | HT1080-NT tox | ATXN2 expr inh | WRN helicase inh | SW480 rereplic | HT1080 IDH1KD tx | MCF10A rereplic | KB-V1 cytotox | KB-3-1 tox
31 | Cc1ccc(NC(=O)CCn2c(=S)oc3ccccc32)cc1F | 7.1 | 6.6% | -14.0% | 19.2% | 2.3% | 7.6% | 7.2% | 4.2% | 4.2%
32 | COc1ccc(S(=O)(=O)n2nc(OC(=O)c3ccco3)cc2N)cc1 | 24.5 | -0.8% | -28.8% | -17.5% | -1.1% | -1.7% | 0.2% | 11.3% | -2.4%
33 | O=C(N[C@@H](CO)C(=O)NCc1ccccc1)c1ccc(C(F)(F)F)cc1 | 8.3 | -3.3% | 6.6% | -9.1% | -30.0%[inhibitor][9.22 µM] | 4.6% | ? | 28.6% | ?
34 | Cc1cc(C)n(Cc2ccccc2Cl)n1 | 0.0 | 10.9% | -3.1% | 1.3% | 1.1% | 1.3% | -1.6% | 9.1% | 5.0%
35 | O=S(=O)(c1cccc(Cn2nnc(-c3ccccc3)n2)c1)N1CCOCC1 | 15.3 | -11.1% | -24.5% | -3.6% | -9.0% | -2.5% | 6.5% | 0.0% | -18.3%
36 | CCOC(=O)N1CCN(C(=O)c2ccccc2NC(=O)COc2ccccc2)CC1 | 8.4 | -4.1% | 1.6% | -3.6% | -6.4% | -14.9% | 1.1% | ? | -6.5%
37 | O=C(NCc1ccc(N2CCCC2=O)cc1)c1cc(COc2c(F)cccc2F)on1 | -12.7 | 2.8% | 8.6% | -10.2% | -5.2% | 7.4% | -0.5% | ? | -4.7%
38 | O=C(COC(=O)c1ccccc1O)NC(=O)NCc1ccccc1 | 10.7 | -8.3% | -0.6% | 0.4% | -3.1% | -2.3% | 1.6% | 2.5% | 3.5%
39 | CCN(CC)S(=O)(=O)c1ccc(OC)c(NC(=O)CCS(=O)(=O)Cc2ccccc2)c1 | i | -1.3% | 3.8% | -4.0% | -4.3% | 0.2% | 4.5% | ? | -0.4%
40 | CCCNC(=O)c1ccc(N2CCC3(CC2)CC(c2ccccc2)=NO3)c(NC(=O)c2ccccc2)c1 | -14.8 | -0.7% | -12.9% | -4.2% | -3.6% | -2.0% | -2.4% | -16.3% | 0.0%
41 | CC(C)(C)c1ccc(-c2nnc(SCC(=O)NC3CCS(=O)(=O)C3)n2N)cc1 (centres undefined) | -6.8 | -3.3% | 9.3%[11.3 µM] | -28.6% | -11.8% | -4.0% | -2.5% | 0.3% | -4.6%

Records listed so far that bear a hit mark in IL1B secr inh:
nr	mol	IL1B secr inh	WRN helicase inh	SW480 rereplic
30	CCCCn1c(-c2ccc(Br)cc2F)nc2c1c(=O)[nH]c(=O)n2CC(C)C	-68.4*	0.7%	1.4%
